TROY signal inh: blocks TROY-dependent signaling in reporter cells | Q293 LMP1-TROYcd NF-kB luciferase reporter, 4 h | inhibition, % at 10 µM | 360,000 tested, 0.98% active;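 active means compounds whose plate-normalised and pattern-corrected inhibition of the luciferase reporter signal at the single screening dose is 50% or more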
COUP-TFII inh: NR2F2 (human) inhibition, primary screen; HEK293T NGFI-A luciferase reporter, luminescence; AID 686940; 370,000 tested, 0.7% active; P24468; inhibition, % at 8.6 µM;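 active means inhibition above a per-plate cutoff, mean inhibition of test wells between control levels plus 3 SD, cut at about 38% in these data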;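 further: cells cotransfected with COUP-TFII expression vector driving the NGFI-A reporter; 0% = median of COUP-TF2 test wells and 100% = reporter-only cells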
NR5A2 inv ag: suppresses constitutive activity of human LRH-1; O00482; HEK293T StAR-luciferase reporter, LRH-1 transfected, 24 h; inhibition, % at 3.6 µM; 360,000 tested, 0.13% active;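 active means inhibition above the mean inhibition of all tested compounds plus 3 SD, cut at about 73% in these data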;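 further: 0% = DMSO wells and 100% = reporter-only cells lacking LRH-1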
KKLEB cytotox: counter-screen for CF NF-kB inhibitors: cytotoxicity. activity change (cytotoxicity), % at 5 µM. KKLEB CF airway cells viability, ATPlite luminescence, overnight; stronger effect = lower value; cells stimulated with P. aeruginosa culture filtrate. 360,000 tested, 0.36% active;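 active means corrected activity change at or below -50% at 5 µM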
TRAIL sens C8: sensitizes caspase-8 expressing cells to TRAIL; NB7+C8 cells + TRAIL, ATPlite viability luminescence; inhibition (viability loss, TRAIL sensitization), % at 10 µM; 360,000 tested, 1% active;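 active means compounds causing at least 50% loss of cell viability in the single-dose screen, relative to plate controls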
Shn3 inh set2: Schnurri-3 reporter inhibition in Clone20 osteoblasts; Clone20 osteoblast Shn3 3'UTR firefly luciferase, 24 h; inhibition, % at 12.5 µM; 360,000 tested, 0.52% active; AID 588674;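 active means mean inhibition of at least 75% with every replicate also reaching 75%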;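 further: 0% = median of neutral control wells and 100% = pilot-screen positive control compound; some compounds past the cut are filed as inactive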
SRC3 inh: inhibits human SRC3 coactivator | inhibition, % at 3.6 µM | 360,000 tested, 0.17% active | AID 588352 | HEK293 GAL4-SRC3 luciferase reporter, luminescence;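 active means inhibition above a per-campaign cutoff, the mean of all compounds plus 3 SD, cut at about 60% in these data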;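 further: 0% = DMSO-treated cells and 100% = gossypol-treated cells at 36 µM; higher means less SRC3-driven luciferase light from the GAL4 reporter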
LMP1 NFkB inh: reduces LMP1-driven NF-kappaB luciferase signal. AID 504558. 350,000 tested, 0.69% active. LMP1-induced NF-kappaB luciferase reporter cells, luminescence. inhibition, % at 12.5 µM; in the data active means inhibition above about 41%;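 further: 0% = neutral control wells and 100% = reference inhibitor control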
CF NFkB block: blocks PAF-induced NF-kB reporter in cystic fibrosis cells; KKLEB NF-kB-GFP reporter, GFP fluorescence overnight; inhibition, % at 5 µM; 360,000 tested, 0.86% active; AID 588850;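 active means at least 50% inhibition at 5 µM, scaled per plate between neutral and stimulator controls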;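 further: PAF is a Pseudomonas aeruginosa culture filtrate used as stimulus; plate controls were PAF-stimulated DMSO wells for no effect and unstimulated DMSO wells for full effect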
TWEAK-Fn14 inh: inhibitors of TWEAK-Fn14 interaction signaling; 360,000 tested, 2% active; AID 1159606; TWEAK-stimulated Fn14 reporter cells, luciferase luminescence, 8 h; inhibition, % at 10 µM; in the data active means inhibition above about 50%
SRC1 inh: inhibits human SRC1 coactivator | HEK293 GAL4-SRC1 luciferase reporter, luminescence | inhibition, % at 3.6 µM | 360,000 tested, 0.12% active | AID 588354;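 active means inhibition above the campaign mean plus 3 SD, with each screening campaign given its own cutoff, cut at about 60% in these data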;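 further: 0% = DMSO treated cells and 100% = gossypol at 36 µM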
Target sequence (Q15788 whole entry, looked up, the tested form may be a part): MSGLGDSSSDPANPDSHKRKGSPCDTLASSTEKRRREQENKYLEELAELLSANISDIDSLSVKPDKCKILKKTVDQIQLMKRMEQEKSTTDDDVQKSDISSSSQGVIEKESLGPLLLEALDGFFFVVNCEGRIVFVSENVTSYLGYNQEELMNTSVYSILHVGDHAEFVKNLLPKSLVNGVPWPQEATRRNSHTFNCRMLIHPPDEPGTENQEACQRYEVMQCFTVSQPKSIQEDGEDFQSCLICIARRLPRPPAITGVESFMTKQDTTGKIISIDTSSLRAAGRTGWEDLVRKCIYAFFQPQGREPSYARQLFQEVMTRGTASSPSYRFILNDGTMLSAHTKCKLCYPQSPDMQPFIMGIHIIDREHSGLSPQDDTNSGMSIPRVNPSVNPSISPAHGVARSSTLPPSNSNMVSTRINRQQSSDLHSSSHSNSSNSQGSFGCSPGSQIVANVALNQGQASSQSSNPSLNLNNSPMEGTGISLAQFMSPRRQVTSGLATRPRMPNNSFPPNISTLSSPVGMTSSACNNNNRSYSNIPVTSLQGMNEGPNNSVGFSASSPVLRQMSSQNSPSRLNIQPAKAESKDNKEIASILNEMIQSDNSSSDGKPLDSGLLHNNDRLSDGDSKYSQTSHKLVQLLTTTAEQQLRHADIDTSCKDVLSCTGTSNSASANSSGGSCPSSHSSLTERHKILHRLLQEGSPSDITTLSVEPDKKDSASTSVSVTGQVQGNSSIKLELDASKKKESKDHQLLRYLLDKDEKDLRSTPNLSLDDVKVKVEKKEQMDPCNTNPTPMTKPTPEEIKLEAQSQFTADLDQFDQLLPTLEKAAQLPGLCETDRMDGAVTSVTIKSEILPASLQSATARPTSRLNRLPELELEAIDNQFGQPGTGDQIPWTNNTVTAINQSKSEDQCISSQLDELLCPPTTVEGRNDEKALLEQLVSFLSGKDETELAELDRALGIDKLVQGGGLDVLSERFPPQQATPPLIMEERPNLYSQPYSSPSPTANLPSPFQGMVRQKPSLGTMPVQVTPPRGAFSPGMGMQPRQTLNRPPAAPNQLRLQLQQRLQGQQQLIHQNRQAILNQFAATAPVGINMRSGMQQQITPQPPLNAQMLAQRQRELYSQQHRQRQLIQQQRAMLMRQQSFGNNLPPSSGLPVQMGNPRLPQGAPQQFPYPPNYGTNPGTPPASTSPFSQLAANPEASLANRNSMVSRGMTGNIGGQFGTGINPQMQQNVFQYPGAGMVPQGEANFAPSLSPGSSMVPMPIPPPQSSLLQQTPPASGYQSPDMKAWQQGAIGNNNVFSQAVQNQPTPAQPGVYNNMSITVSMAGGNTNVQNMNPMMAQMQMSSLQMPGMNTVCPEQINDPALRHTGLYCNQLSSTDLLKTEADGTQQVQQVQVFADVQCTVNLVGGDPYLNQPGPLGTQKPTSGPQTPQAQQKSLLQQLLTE
The depositor's hits bear a star; / = no result given; & = joins results of further samples. Some of the compounds tested; rates above refer to the full screens.

mol	TROY signal inh	COUP-TFII inh	NR5A2 inv ag	KKLEB cytotox	TRAIL sens C8	Shn3 inh set2	SRC3 inh	LMP1 NFkB inh	CF NFkB block	TWEAK-Fn14 inh	SRC1 inh
COc1ccc(C(=O)NC(Cc2c[nH]c3ccccc23)C(=O)O)cc1 (stereo not given)	-3	-1	-11	-18	-10	-11	-14	9	-20	13	4
Cn1nc(-c2ccc(Cl)cc2)cc1NC(=O)CC(C)(C)CC(=O)O	-25	8	10	-8	1	-19	7	/	8	-11	14
O=C(CSc1ccccc1)N/N=C/c1ccccc1O	-20	-1	14	1	18	29	8	26	-1	-9	-6
CC(C)Sc1nc2ccsc2c(=O)[nH]1	0	-4	16	15	-9	9	0	-3	-7	16	-9
COc1cccc2cc(C(C)=O)oc12	-13	-8	4	9	-2	-24	12	4	-8	-2	5
CC1CCCN(C(=O)CSc2nc3ncccc3[nH]2)C1 (stereo not given)	-16	-8	-7	2	0	-7	-3	1	4	-10	16
CCCNC(=O)c1nc(C)n(-c2cc(Cl)cc(Cl)c2)n1	-7	0	-25	-3	20	-3	13	0	-1	-59	-5
CS(=O)(=O)N1N=C(c2ccco2)CC1c1ccccc1Cl (stereo not given)	-10	18	2	6	4	-6	-21	-3	3	-1	-3
COc1ccc(C(=O)OCc2nnc(-c3ccccc3)o2)cc1S(=O)(=O)N1CCOCC1	-10	-31	-8	-3	6	-11	-9	1	6	-26	-10
O=C(NCc1ccc2c(c1)OCO2)C(=O)Nc1cc2c3c(c1)CC(=O)N3CCC2	0	9	15	4	-2	7	-10	-4	-12	-32	4
CCN1CCCc2cc(CN(CCN3CCOCC3)C(=S)Nc3ccc(OC)c(Cl)c3)ccc21	-2	-3	2	-9	-23	28	10	8	8	0	0
CN(C(=O)COC(=O)Cc1ccc(Cl)cc1)C1CCCCC1	-26	-1	5	2	5	4	8	-2	5	1	-1
Cc1ccc(N2CC(C(=O)Nc3ccc4c(c3)OCO4)CC2=O)cc1C (stereo not given)	5	7	-1	5	5	-14	-9	-5	-11	-7	-4
O=C(COC(=O)c1ccccc1SCC(=O)N1CCCC1)NCc1ccc(F)cc1	-11	-3	-9	10	-10	4	-19	-3	-24	6	14
COc1cc(OC)cc(C(=O)NNC(=O)c2ccc3ccccc3n2)c1	57*	-6	3	-13	4	9	-16	13	-2	37	-14
O=C(NC(C(=O)c1ccccc1)n1ccc(=O)[nH]c1=O)c1ccccc1 (stereo not given)	-45	7	-21	4	-11	-9	-26	-3	-6	0	-31
CO/N=C/c1ccc(N2CCN(C(=O)c3ccc(Cl)cc3Cl)CC2)c([N+](=O)[O-])c1	38	37	11	15	9	73	14	-10	-13	21	14
Cc1ccc(NC2CCCN(C(=O)c3cccs3)C2)cc1C (stereo not given)	-21	-12	2	5	12	-6	20	-2	5	21	-7
CC(=O)NN1C(=O)c2ccccc2NC1c1ccccc1F (stereo not given)	7	12	4	6	-7	-18	-11	2	4	-2	1
CCCOc1ccc(-c2c(C(=O)N/N=C(\C)COc3ccccc3)nnn2-c2nonc2N)cc1	15	13	-5	5	-11	0	2	2	2	0	12
CCNC(=S)NNC(=O)Nc1ccccc1	12	/	5	-3	5	-8	10	5	-10	-6	-15
Cc1c(Cl)cccc1NC(=S)NCCc1ccc(S(N)(=O)=O)cc1	-12	6	3	-7	2	0	-9	-17	29	-4	2
Cn1c(SCC(=O)Nc2ccc3nc(SCC(=O)NC4CC4)sc3c2)nnc1-c1ccccc1	19	3	43	16	8	24	5	-1	-12	14	-17
O=C(CCSc1ccc(Cl)cc1)NC1CCCC1	4	9	2	-2	-3	-3	-5	4	-9	-10	15
Cc1cc2c(sc3c(C)ccc(C)c32)c(C)n1	-13	23	9	-3	9	-17	10	-1	5	-34	-13
CC(C)c1ccc(NC(=O)C(c2ccccc2)N2CCN(C(=O)c3ccco3)CC2)cc1 (stereo not given)	37	17	-20	5	9	-21	7	-7	6	-9	-6
O=C(NCc1cn(-c2ccccc2)nc1-c1ccccc1)c1cccc([N+](=O)[O-])c1	-22	-15	-14	12	-4	52	8	10	-13	-8	-50
O=[N+]([O-])c1cc(S(=O)(=O)NCCN2CCOCC2)ccc1Sc1nnnn1-c1ccccc1	22	-3	-15	-3	17	8	57	-11	73*	89*	6
COc1ccccc1NS(=O)(=O)c1c(C(=O)N2CCCC2)c(C)n(C)c1C	-9	3	-12	4	11	-6	3	4	-15	4	-15
C/C(CCc1ccccc1)=N\NC(=O)CC(=O)NCCc1ccccc1	-6	-10	6	9	-7	-36	17	-4	-18	-2	-33
S=C(NCCc1ccccc1)NCCN1CCOCC1	9	0	-23	-10	26	-13	-5	-1	9	-5	-7
O=C(CSc1ccc2nnc(-c3cccs3)n2n1)N1CCCC1	-3	-11	9	-2	-10	-3	9	8	-17	13	-16
O=[N+]([O-])c1ccc(N2CCN(c3cccc(Cl)c3)CC2)cn1	-24	-24	-8	0	6	-12	14	-1	-11	-25	-24
Cc1cc(/C=C(\C#N)C(=O)O)c(C)n1CC1CCCO1 (stereo not given)	16	-9	-9	4	-4	1	-11	-3	8	10	-10
NC(=O)c1cccn1Cc1ccccc1Cl	7	-10	-3	-17	-22	-13	3	1	-17	26	-4
Cc1ccc(-c2ccc(CN3C(CC(C)C)C(=O)N(Cc4cn(Cc5ccco5)nn4)CCS3(=O)=O)cc2)cc1 (stereo not given)	-7	9	-26	-5	5	8	4	4	39	3	5
O=C(NCCCNCc1ccccc1)c1ccccn1	-12&0	3&-10	-9&-4	16&-1	-1&-5	0&5	-2&3	-13&-5	-28&4	3&8	-2&-5
CC(=O)n1cc([C@H]2C=C(C(=O)Nc3ccccc3)O[C@@H](OCCCCO)C2)c2ccccc21	-25	-3	12	-6	7	12	-4	27	0	-19	-12
CC1CCN(CCCCOc2ccc([N+](=O)[O-])cc2)CC1	9	12	2	0	1	9	14	-10	8	1	-4
O=C(COc1ccc2ccccc2c1Br)NC(=S)Nc1cccc(CO)c1	-47	-36	-189	-7	0	-50	-26	-1	9	-21	-84
O=C(CCCn1c(=O)oc2ccccc21)N1CCN(c2ccccn2)CC1	-20	-29	-15	3	4	-8	-16	0	-14	3	3
O=C(CSc1nc2ccccc2c(=O)[nH]1)N1CCN(c2ccccc2)CC1	8	16	6	-6	0	10	2	-3	2	-1	4
CCc1cc2c(=O)c(-c3cnn(-c4ccccc4)c3)c(C)oc2cc1OCC(=O)Nc1cccc(C)c1	6	12	14	13	7	40	6	-22	-2	-77	-16
Nc1nc(NCCOCCO)nc(Nc2cccc(F)c2)c1[N+](=O)[O-]	-6	-22	2	-13	-9	-18	-5	-16	-9	10	2
CCCn1c(CN2CCN(c3cccc(Cl)c3)CC2)nc2c1c(=O)n(C)c(=O)n2C	34	8	32	20	7	74	2	1	-14	32	7
COc1cc(/C=C/c2onc(C)c2[N+](=O)[O-])cc(OC)c1OC	-4	1	-8	5	10	-127	26	19	-12	1	7
COc1ccccc1Nc1nc(N2CCOCC2)nc(N2CCOCC2)n1	0&7	-12&0	30&10	13&-3	14&-15	13&19	9&-12	-5&-4	17&7	-22&-18	17&-15
CCCNC(=O)c1ccccc1NC(=O)c1ccccc1N(C)S(=O)(=O)c1ccccc1	6	-5	10	0	-14	8	2	6	2	8	0
CCN1CCN(CC(=O)Nc2nc3ccc(C)cc3s2)CC1	-7	-15	17	10	1	6	-10	16	-10	1	4
O=C(NC1CCCCC1)c1n[nH]c2c1CC(c1ccccc1)CC2 (stereo not given)	-27	-41	-54	8	8	-34	-70	-6	-1	-32	-68
COCCCNC(=O)CSc1nc2sc(C(=O)OC)c(C)c2c(=O)n1N	-4	-4	12	17	-4	-13	11	4	-10	-29	3
O=C(Cn1ccccc1=O)c1ccc(Cl)cc1	4	-16	-22	5	-13	-12	10	-2	-15	2	2
O=C(c1ccccc1)C1CC=CCC1C(=O)c1ccccc1 (stereo not given)	1	1	23	-20	-5	32	10	2	20	14	8
CCOC(=O)c1c(C)nc(SCC(N)=O)c(C#N)c1-c1ccccc1	-11	-30	-8	7	-5	23	8	-4	-12	-29	0
COc1ccccc1/C=C/C(=O)OCC(=O)NC1CC1	-2	2	-5	-36	-12	6	-11	-15	21	-4	0
O=C(c1ccco1)N1CCN(Cc2cn[nH]c2-c2cccc3ccccc23)CC1	14	-4	-19	-2	-4	/	-14	3	8	-5	4
c1coc(CNc2nc3nonc3nc2NCc2ccco2)c1	21	26	-2	-2	0	34	11	22	9	24	1
Cc1ccc(-c2nc(CS(=O)CC(=O)NCCCc3ccccc3)c(C)o2)cc1 (stereo not given)	3	12	4	-8	-19	-17	11	-6	-8	-10	0
CCC(=O)N1CCc2cc(S(=O)(=O)CCC(=O)Nc3nc(C)cs3)ccc21	-8	4	4	3	-5	-15	-8	-1	-2	3	-36
Cn1c(=O)c2cc(S(=O)(=O)NC(C(=O)NCc3cccnc3)c3ccccc3)ccc2n(C)c1=O (stereo not given)	7	-8	12	9	13	9	6	-18	-17	13	0

(next part)
mol	TROY signal inh	COUP-TFII inh	NR5A2 inv ag	KKLEB cytotox	TRAIL sens C8	Shn3 inh set2	SRC3 inh	LMP1 NFkB inh	CF NFkB block	TWEAK-Fn14 inh	SRC1 inh
CCN1CCN(CCC(=O)Nc2ccc(Br)c(C)c2)CC1	-20	4	-20	-1	-9	-20	-27	-3	-10	5	-5
Cc1ccc(S(=O)(=O)Oc2ccc(C3C4=C(CCCC4=O)N(CCC(=O)O)C4=C3C(=O)CCC4)cc2Cl)cc1	-2	11	10	-6	-13	-20	11	-3	8	-5	-28
Cc1onc(NC(=O)NC(=O)c2c(Cl)cccc2Cl)c1Br	20	1	-7	-6	0	23	-11	3	1	21	-13
CC1(C)SC(=S)N(/N=C/c2cccnc2)C1N(O)C(=O)Nc1ccccc1 (stereo not given)	12	5	-20	0	15	4	7	8	-1	2	-4
Cc1nn(C)c(Oc2ccccc2)c1CCNC(=O)CC(C)C	15	1	22	5	-1	27	9	4	-10	7	7
Cc1c(CCC(=O)NCCCn2ccnc2)c(=O)oc2c(C)c3oc4c(c3cc12)CCCC4	-4	/	-12	-5	12	33	7	22	6	25	-5
CC1CCN(C(=O)c2ccccc2NS(=O)(=O)c2ccccc2)CC1	-9	3	18	-1	-11	7	-4	-8	17	12	1
Cc1ccc(C(=O)COC(=O)c2c(C)cc(=O)oc2C)cc1[N+](=O)[O-]	-1	-5	18	-10	14	15	1	-3	10	-10	5
S=c1[nH]nc(-c2ccccc2)n1/N=C/c1ccc(-c2ccccc2Cl)o1	8	16	-8	19	38	13	-38	-96	7	-69	-13

Screening data from PubChem.
